CDK5 inh = CDK5/p35 (human) kinase inhibition | Q00535+Q15078 | Recombinant CDK5/p35, ADP-Glo luminescence, 60 min | inhibition, % at 10 µM | 0.01% of 330,000 active | AID 488839;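 active = highest replicate inhibition of at least 50% and at least 75% of replicates reaching 50%; inconclusive = only one of the two criteria met; inactive = both criteria failed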;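 also: plate controls were DMSO neutral control for no effect and GW8510 at 10 µM for full effect; many of its hits are not listed in these tables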
Target sequence (Q00535 whole entry, looked up): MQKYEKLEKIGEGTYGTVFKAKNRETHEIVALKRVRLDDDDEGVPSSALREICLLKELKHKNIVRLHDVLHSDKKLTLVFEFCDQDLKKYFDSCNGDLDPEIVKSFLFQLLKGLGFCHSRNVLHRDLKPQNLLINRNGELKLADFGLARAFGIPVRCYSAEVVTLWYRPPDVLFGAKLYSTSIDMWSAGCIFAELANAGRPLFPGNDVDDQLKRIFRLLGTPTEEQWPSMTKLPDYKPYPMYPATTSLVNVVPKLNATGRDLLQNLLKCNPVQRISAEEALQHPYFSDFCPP
Target sequence (Q15078 whole entry, looked up): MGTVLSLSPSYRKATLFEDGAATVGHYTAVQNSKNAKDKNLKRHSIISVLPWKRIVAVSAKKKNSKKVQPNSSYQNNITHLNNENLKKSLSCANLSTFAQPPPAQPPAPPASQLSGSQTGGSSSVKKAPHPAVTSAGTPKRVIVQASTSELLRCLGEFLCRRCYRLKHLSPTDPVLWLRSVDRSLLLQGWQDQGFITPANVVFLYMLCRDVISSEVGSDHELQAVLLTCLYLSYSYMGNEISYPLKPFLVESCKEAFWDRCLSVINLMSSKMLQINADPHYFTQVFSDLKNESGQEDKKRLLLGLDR
V-ATPase pH = yeast V-ATPase proton transport regulation by pHLuorin; response, % at 10 µM; 0.37% of 350,000 active; S. cerevisiae, pHLuorin cytosolic pH fluorescence; AID 504577; in the data active = response mostly above about 7.3%, no sharp cut-off; inactive = mostly below about 5.4%; also: actives read high; inactives centre near 0; some compounds called inactive have numbers as strong as hits; reference of the scale not given here
MITF TRPM1 HTS = activators of MITF-driven TRPM1 promoter activity in SK-MEL-5 cells; SK-MEL-5 TRPM1-promoter luciferase, 24 h; % of positive control, neutral wells = 0; 0.75% of 300,000 active; activation, % at 12.5 µM;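 active = mean activation of at least 80% with every replicate also reaching 80%; inconclusive = mean reaches 80% but some replicate falls short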;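 also: 0% = neutral control wells and 100% = parthenolide positive control wells; values of inactives mirror those of a sister screen read the other way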
CAL PDZ FP-1 = human CAL PDZ-peptide interaction inhibition; purified CAL PDZ, TMR-peptide fluorescence polarization, 1 h; inhibition, % at 20 µM; 0.02% of 330,000 active; Q9HD26; AID 504414;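 active = highest replicate inhibition of at least 40%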;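 also: plate controls were DMSO neutral control wells for no effect and unlabeled competitor peptide control wells for full effect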
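material = purified tagged CAL PDZ domain construct (CerCALP) | compound dosing = 20 µM, one dose | times = 1 h at RT | measured by = fluorescence polarization from S- and P-plane intensities, G-factor corrected | read-out = inhibition from polarization loss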
dFosB act = enhances mouse delta FosB homodimer DNA binding. P13346. purified delta FosB, TAMRA-CDK5 oligo fluorescence polarization; percent of positive-control signal above neutral wells. activation, % at 25 µM. 0.99% of 340,000 active;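 active = mean activation above about 17%, with every replicate also reaching it, limit read from the data, passing the limit was not always enough; inconclusive = only one of the two conditions met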;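 also: fluorescence polarization rise as delta FosB binds a TAMRA Cdk5 AP-1 oligo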
Target sequence (P13346 whole entry, looked up): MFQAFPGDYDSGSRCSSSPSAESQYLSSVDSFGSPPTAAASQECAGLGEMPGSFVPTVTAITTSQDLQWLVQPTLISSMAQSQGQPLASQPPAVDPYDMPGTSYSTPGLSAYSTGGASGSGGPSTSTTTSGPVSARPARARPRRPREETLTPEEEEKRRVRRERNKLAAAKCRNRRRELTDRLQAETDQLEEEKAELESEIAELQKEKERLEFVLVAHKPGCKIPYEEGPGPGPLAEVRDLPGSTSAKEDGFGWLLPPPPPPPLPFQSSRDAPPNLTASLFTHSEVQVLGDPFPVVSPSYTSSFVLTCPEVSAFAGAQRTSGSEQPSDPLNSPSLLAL
CAL PDZ FP-2 = blocks peptide binding to the human CAL PDZ domain; purified CAL PDZ, TMR-peptide fluorescence polarization, 1 h; inhibition, % at 24.9 µM; 0.92% of 300,000 active; AID 602252;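 active = mean inhibition of at least 30% with at least half of replicates also reaching 30%; inconclusive = no clear call, values can overlap the other calls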;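 also: 0% = DMSO neutral control and 100% = excess unlabeled competitor peptide PRC23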
cardiac RTF act = increases calcium sensitivity of human cardiac regulated thin filaments | P19429+P45379 | IANBD-labeled TnC RTF fluorescence at EC20 calcium; 0% EC20 calcium, 100% full calcium | activation, % at 7.2 µM | 0.24% of 340,000 active | AID 493008;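 active = activation above the mean over all tested compounds plus 3 SD, cut at about 30% in these data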;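 also: rise in fluorescence read as greater calcium sensitivity of cardiac thin filaments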
Rtt109 Vps75 = C. albicans Rtt109 histone acetyltransferase inhibition; purified Rtt109/Vps75, ThioGlo CoA-SH fluorescence, 4 h; inhibition, % at 34.9 µM; 0.16% of 330,000 active; AID 540336;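 active = inhibition of at least 50% in every replicate; inconclusive = best replicate reaches 50% inhibition but some replicates fall short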
Wnt act = activates Wnt/beta-catenin signaling in a reporter cell assay. activator, plate reader. activation, % at 9.35 µM. 1.2% of 300,000 active; in the data active = activation above about 30%, passing the limit was not always enough; inconclusive = no clear call, values can overlap the other calls;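 also: 0% = neutral control wells and 100% = positive control wells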
Tat export inh = blocks Tat-dependent protein export in E. coli. AID 488895. inhibition, % at 10 µM. E. coli MC4100 TorA-mCherry Tat export, fluorescence. 0.036% of 340,000 active;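 active = mean replicate inhibition at least 50% and at least half of replicates individually reaching 50%; inconclusive = only one of the two criteria met; inactive = neither criterion met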;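 also: exported cargo escapes ClpAP degradation while cytoplasmic cargo is degraded and loses fluorescence; 0% = median of neutral control wells and 100% = median of NaSCN control wells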
Active calls of the source: *; ? = inconclusive; nt = no result given.

smiles,CDK5 inh,V-ATPase pH,MITF TRPM1 HTS,CAL PDZ FP-1,dFosB act,CAL PDZ FP-2,cardiac RTF act,Rtt109 Vps75,Wnt act,Tat export inh
C=CCC[C@@H](Cc1ccc(F)cc1)C(=O)OC[C@@H](Cc1c[nH]c2ccccc12)NC(=O)[C@@H](CC=C)CC(=O)N(CCO)Cc1ccccc1,-0.4,0,-16,-0.4,-6,-2,-4,-1,-2,8
O=C(CSc1nc2ccccc2c(=O)n1-c1ccccc1)N1CCCc2ccccc21,0.0,2,16,-3.0,-10,-5,6,4,-1,26
COc1cccc(-c2n[nH]c(=S)n2Cc2ccco2)c1OC,1.3,4,4,-3.1,-3,-3,-3,2,0,-4
O=c1oc2ccccc2cc1C1=Nn2c(nnc2-c2cccnc2)SC1,-0.2,-6,-1,-2.2,-15,0,-3,8,nt,-1
CC(=O)c1cccc(NC(=O)N2CCCC2C(=O)Nc2cc(C)ccc2C)c1 (configuration not stated),-1.2,12,-10,-1.0,-4,-3,5,-1,nt,-8
O=C(NCc1n[nH]c(=S)n1-c1ccc([N+](=O)[O-])cc1)c1ccc(S(=O)(=O)N2CCOCC2)cc1,-0.6,4,6,-3.7,-3,-3,-2,nt,1,-2
Nc1n[nH]c(C2CCCCC2)n1,-2.0,1,nt,0.1,-1,nt,-1,5,-1,3
O=C(O)c1cccc(-n2cccc2C=C2C(=O)c3ccccc3C2=O)c1,1.7,-5,-18,-0.3,-18,1,0,20,0,5
O=C1CSc2ccc(C(=O)NCc3ccccn3)cc2N1,1.3,4,0,0.7,-1,0,1,27,0,2
CCCNC(=O)CNC(=S)N(Cc1ccccc1F)C1CCCCC1,-0.8,-2,4,-2.1,-8,11,3,4,-2,5
O=S(=O)(Nc1cccc(-n2cnnn2)c1)c1cc(Cl)ccc1Cl,-0.6,0,-7,-3.2,-2,-4,-4,-7,0,4
CCN(CC)S(=O)(=O)c1ccc(Oc2ccccc2)c(N)c1,1.1,1,7,-2.1,-8,0,5,2,-2,2
O=C(Nc1nc2ccccc2[nH]1)c1cc(F)cc(F)c1,0.9,0,50,-0.4,0,1,-4,-11,22,-5
CN1CCN(C(=O)CSc2ccc(Cl)cc2)CC1,3.2,1,7,-1.0,-4,18,0,-11,6,2
CNc1ncc(C(=O)c2ccc(Br)cc2)s1,0.7,1,70,-0.7,7,-4,-7,8,-2,3
Cc1ccc(S(=O)(=O)N2CCCC(CCC(=O)NCc3ccccc3F)C2)s1 (configuration not stated),-1.0,1,-1,-2.2,-13,-3,2,-1,-5,-1
O=C1NC(=Nc2ccccc2)S/C1=C\c1cccnc1,0.4,2,11,-4.4,?,5,-1,-3,-1,-2
O=C(Nc1cccc(S(=O)(=O)NC2=NCCC2)c1)c1cc(Cl)ccc1[N+](=O)[O-],1.0,1,1,-2.4,-3,-6,-5,-8,nt,1
COc1ccccc1CCN1CCCC(CN(C)C(=O)c2ccco2)C1 (configuration not stated),0.4,2,0,-0.9,-4,-6,-5,-8,-1,-6
COc1ccc(C(=O)NC23CC4CC(CC(C4)C2)C3)cc1OC,1.2,3,-3,-0.2,4,-1,-2,0,0,6
CCc1sc(NC(=O)COC)nc1-c1ccccc1,0.3,-2,-4,0.3,1,-5,-7,1,nt,-11
O=c1oc2ccc(C#CC3(O)CCCCC3)cc2cc1-n1cc(-c2ccccn2)nn1,0.6,4,-7,0.5,-1,-1,-2,2,-4,-3
Cc1[nH]c2ccccc2c1C(=O)CSCC(=O)O,1.4,1,-17,-0.5,8,nt,2,9,-2,-9
O=C(NNC(=O)c1cccs1)c1ccco1,-0.9,6,-7,0.7,-9,nt,1,-2,-1,-8
CC(C)(C)OC(=O)C[C@H]1C/C=C\C[C@@H](CC(=O)NCCO)C(=O)NC[C@@H](c2ccccc2)OC1=O,-1.5,-4,6,-0.2,3,-1,5,-5,-2,-1
CC(=O)Oc1cccc(N2C(=O)C3CC=C(Cl)CC3C2=O)c1 (configuration not stated),-0.6,-4,-3,-0.7,-5,0,-2,-1,nt,3
Cc1ccc(S(=O)(=O)N2CCN(C)CC2)c(C)c1N(C)S(=O)(=O)c1ccc(Cl)cc1,-0.4,1,-8,-0.5,-12,-3,-2,31,-2,-10
CC1(C)CC(=O)C(C(C#Cc2ccccc2)C2=C(O)CC(C)(C)CC2=O)=C(O)C1,7.9,1,4,-1.7,-8,2,5,-3,-16,3
N=c1occ(C(=O)c2cc(F)ccc2O)cc1C(=O)NC1CCCCC1,1.3,-1,0,-1.9,-5,0,0,21,-3,-7
COc1ccc2nc(NC(=O)C34CC5CC(CC(NC(C)=O)(C5)C3)C4)sc2c1,-0.6,0,20,-1.8,-9,-8,-1,18,13,-7
N/C(Cc1ccc(Cl)cc1Cl)=N\OC(=O)c1ccc(Br)o1,-1.7,3,-11,0.0,-9,0,2,-8,0,-10
CCCn1ccnc1SCC(=O)Nc1c(C)n(C)n(-c2ccccc2)c1=O,0.0,-2,-7,-0.2,-2,-1,0,8,-4,7
CCOC(=O)N/N=C(/C)c1ccc([N+](=O)[O-])o1,0.0,-2,-11,-2.8,-4,-2,1,-2,0,-14
COCCOC(=O)c1c(C)oc2ccc(NS(=O)(=O)c3ccc(F)cc3)cc12,0.7,0,3,-1.5,-12,-1,-4,6,-1,7
CC(C)CC(=O)Nc1ccccc1N1CCOCC1,-3.3,3,-4,-1.4,-3,4,7,0,-2,8
CCOc1cc(C=O)cc(Cl)c1OCC(N)=O,-1.9,-1,9,-3.6,-7,0,5,-4,-7,1

Random excerpt: 2 records from the list
smiles,CDK5 inh,V-ATPase pH,MITF TRPM1 HTS,CAL PDZ FP-1,dFosB act,CAL PDZ FP-2,cardiac RTF act,Rtt109 Vps75,Wnt act,Tat export inh
CC(=O)Oc1cccc(N2C(=O)C3CC=C(Cl)CC3C2=O)c1 (configuration not stated),-0.6,-4,-3,-0.7,-5,0,-2,-1,nt,3
CC(C)(C)OC(=O)C[C@H]1C/C=C\C[C@@H](CC(=O)NCCO)C(=O)NC[C@@H](c2ccccc2)OC1=O,-1.5,-4,6,-0.2,3,-1,5,-5,-2,-1

The listing continues:
smiles,CDK5 inh,V-ATPase pH,MITF TRPM1 HTS,CAL PDZ FP-1,dFosB act,CAL PDZ FP-2,cardiac RTF act,Rtt109 Vps75,Wnt act,Tat export inh
Oc1oc(-c2ccco2)nc1C=Nc1cccc(Cl)c1,-0.6,-6,7,-1.1,-3,nt,2,5,nt,-8
COc1cc(C2c3[nH]c4ccccc4c3C[C@H]3C(=O)N(CCO)CC(=O)N23)cc(OC)c1OC (some centres not stated),0.5,-1,-4,-1.0,0,nt,0,-6,1,-9
COc1ccc(NC(=O)Nc2ccc3c(c2)C(=O)N([C@H](C)CO)C[C@H](C)[C@@H](CN(C)S(=O)(=O)c2ccc(F)cc2)O3)cc1,0.7,7,8,-1.1,-5,-5,0,22,-3,-1
Cc1cnc(NC(=O)COc2ccc3c(c2)CCC3)s1,2.1,0,40,-1.8,8,-3,-1,-14,43*,-2
O=C(NCCc1ccccc1)C1CCN(C(=O)c2sccc2-n2cccc2)CC1,-0.7,-2,nt,-0.2,-10,nt,-4,-4,-1,-5
CN(Cc1c(C(=O)N/N=C/c2cc(F)ccc2F)nnn1-c1nonc1N)C1CCCCC1,-0.7,1,9,-1.7,-8,-2,-4,-1,-1,-2
CC(C)[C@H](NC(=O)C1CCN(S(=O)(=O)c2ccccc2)CC1)C(=O)NCc1ccncc1,1.9,-1,1,-3.3,0,-4,-7,0,-3,7
O=C(NN1C(=O)C2C3c4ccccc4C(c4ccccc43)C2C1=O)c1ccc(Cl)cc1 (configuration not stated),-0.6,-2,3,0.8,-2,-5,0,8,-3,5
Cc1nc(-c2cccc(NC(=O)COc3ccc(Cl)cc3)c2)cs1,-1.0,0,-8,-3.1,-18,2,-6,4,4,-1
CCN(Cc1ccccc1)C(=O)CN1C(=O)c2ccccc2S1(=O)=O,0.4,2,-1,-1.3,-5,2,3,-19,-1,3
O=C(NN1C(=O)C2C3C=CC(C3)C2C1=O)c1ccccc1 (configuration not stated),0.5,0,-11,0.0,10,-6,5,-2,11,2
CCC(C)Nc1ccc(NC(C)CC)cc1 (configuration not stated),0.4,8,-96,0.7,-19,-6,2,6,nt,-18
Cc1cc2cc(C)c(NCCNC(=O)c3cccc(F)c3)nc2cc1C,-1.5,2,10,-1.2,-2,2,-8,-7,4,-4
CC(C)(C)C(=O)N(Cc1ccc(Cl)cc1)c1cnccn1,0.1,-2,4,-2.0,-7,2,-7,7,3,-2
COc1cc(OC)cc(-c2nnc(SCC(=O)Nc3cccc(C(=O)O)c3)s2)c1,-0.1,0,-1,-2.3,-16,1,4,-20,1,-4
CC(=O)NC12CC3CC(C1)CC(C(=O)N1CCN(S(=O)(=O)c4ccccc4C#N)CC1)(C3)C2,-0.8,1,24,-0.1,0,nt,0,-10,-3,-2
CCC(C)NC(=O)Cn1cc(S(=O)(=O)N2CCN(c3ccccc3F)CC2)c2ccccc2c1=O (configuration not stated),0.7,-3,-3,-1.1,-6,5,-11,4,-2,-4
CCC(C)C(NC(=O)c1ccccc1NC(=O)c1ccccc1)C(=O)N1CCOCC1 (configuration not stated),1.2,-2,8,0.4,-1,nt,3,-7,0,5
COC(OC)C1(C)C(C#N)=C(N)Oc2c1c(=O)oc1ccccc21 (configuration not stated),0.5,-3,0,0.1,1,5,-4,15,0,2
COc1ccc(C(CNC(=O)CSc2ccc(Br)cc2)N2CCOCC2)cc1 (configuration not stated),0.7,1,-5,-2.4,-1,3,-9,13,-4,2
O=C1NCCN(CC2CCN(CCc3ccc(Cl)c(Cl)c3)CC2)C1=O,0.0,-1,-4,1.1,5,-4,-6,2,-3,-2
CCOc1ccc(S(=O)(=O)NN=C(C)c2cccnc2)cc1,-0.9,-4,0,-1.2,5,-3,-8,-1,0,-9
CC(=O)c1c(C)[nH]c(C(=O)OCC(=O)c2c[nH]c3ccccc23)c1C,1.9,0,6,-2.4,-10,-2,-5,2,17,0
Cc1occc1C(=O)N/N=C/c1c[nH]c2ccccc12,0.7,0,56,-2.0,-3,0,6,4,1,6
CS(=O)(=O)N(CCc1ccccc1)CC(=O)NCc1ccc(Cl)cc1,1.1,-3,-1,nt,3,-5,0,-2,1,4
O=C1C(Cc2ccc(O)cc2)NC(=S)N1c1ccccc1 (configuration not stated),-0.6,3,1,-0.2,3,0,1,-3,nt,-2
Cc1cc(Cl)ccc1N=c1ssnc1Cl,-0.1,1,-5,0.4,-7,-2,0,1,nt,-6
Cn1cc(S(=O)(=O)N2CCc3ccccc3C2)c(=O)n(C)c1=O,-0.4,2,-9,-0.1,3,-4,2,-4,0,-7
CCn1ccnc1CN1CCN(CCC(C)C)C(CCO)C1 (configuration not stated),-1.0,-3,9,-0.6,-4,nt,3,5,0,-5
Cc1cnc(C(=O)NC2CC(C)(C)Cc3c2cnn3-c2cccc(F)c2)cn1 (configuration not stated),-0.7,1,11,-3.4,1,5,1,-7,1,-6

From PubChem
